# Source: PubChem (several laboratories)
# CRFR2-BP antag: antagonists of CRF-BP/CRF-R2 complex, primary screen, cell-based, HEK293, calcium dye fluorescence, uHTS; CRF-induced calcium fluorescence; inhibition, % at 11.8 µM; 350,000 compounds, 0.59% hits;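 active = inhibition of the ligand-induced calcium signal above about 50% at the single tested concentration, limit read from the data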
# CHRM4 PAM: human M4 muscarinic receptor positive allosteric modulators, primary screen, CHO-K1 cells, Fluo-8 calcium fluorescence. Muscarinic acetylcholine receptor M4 (Homo sapiens), P08173. activation, % at 3 µM. 360,000 compounds, 0.4% hits. AID 624126, 2012. CHO-K1 hM4/Gqi5, ACh EC20; 0% = ACh EC20, 100% = maximal ACh;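 active = activation above its plate's cutoff, the mean activation of sample wells plus 3 SD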; note: some results filed as inactive read as strong as hits
# Target sequence (P08173 whole entry, looked up): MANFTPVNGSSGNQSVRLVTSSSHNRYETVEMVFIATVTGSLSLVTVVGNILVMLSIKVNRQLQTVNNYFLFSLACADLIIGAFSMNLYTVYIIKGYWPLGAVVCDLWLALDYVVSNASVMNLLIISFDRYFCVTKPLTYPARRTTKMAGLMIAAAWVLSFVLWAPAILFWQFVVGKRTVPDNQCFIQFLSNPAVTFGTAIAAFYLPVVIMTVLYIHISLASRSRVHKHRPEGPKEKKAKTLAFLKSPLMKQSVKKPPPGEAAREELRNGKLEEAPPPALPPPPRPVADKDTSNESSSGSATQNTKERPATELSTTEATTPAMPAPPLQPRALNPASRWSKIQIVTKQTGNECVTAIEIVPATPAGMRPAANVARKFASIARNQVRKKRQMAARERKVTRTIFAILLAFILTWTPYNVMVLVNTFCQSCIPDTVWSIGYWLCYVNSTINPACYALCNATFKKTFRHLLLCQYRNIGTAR
# M5 antag: human M5 muscarinic receptor antagonists, primary screen, CHO cells, Fluo-8 calcium fluorescence. inhibition, % at 3 µM. Muscarinic acetylcholine receptor M5 (Homo sapiens), P08912. 360,000 compounds, 0.59% hits. CHO-hM5 cells, ACh EC80;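 active = inhibition above a per-plate cutoff, the mean of that plate's test compounds plus 3 SD, cut at about 27% in these data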;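 note: 0% = acetylcholine EC80 with DMSO and 100% = DMSO without agonist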
# Target sequence (P08912 whole entry, looked up): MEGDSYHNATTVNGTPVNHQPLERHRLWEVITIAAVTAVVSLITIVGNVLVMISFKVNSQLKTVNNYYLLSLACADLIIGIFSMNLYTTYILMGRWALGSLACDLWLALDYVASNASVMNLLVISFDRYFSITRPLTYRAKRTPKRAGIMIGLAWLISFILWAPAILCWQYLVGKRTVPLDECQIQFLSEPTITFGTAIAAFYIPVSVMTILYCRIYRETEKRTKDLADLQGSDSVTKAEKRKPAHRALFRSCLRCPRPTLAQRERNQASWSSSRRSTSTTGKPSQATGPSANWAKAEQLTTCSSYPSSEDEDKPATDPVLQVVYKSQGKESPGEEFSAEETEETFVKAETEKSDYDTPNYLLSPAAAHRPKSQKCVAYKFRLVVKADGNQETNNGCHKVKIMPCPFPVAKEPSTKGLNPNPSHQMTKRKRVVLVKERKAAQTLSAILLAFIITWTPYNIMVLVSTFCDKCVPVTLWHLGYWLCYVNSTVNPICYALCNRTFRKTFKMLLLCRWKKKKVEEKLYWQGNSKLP
# M4 antag: human M4 muscarinic receptor antagonists, primary screen, CHO cells, Fluo-8 calcium fluorescence | Muscarinic acetylcholine receptor M4 (Homo sapiens), P08173 | CHO-hM4 cells, ACh EC80 | inhibition, % at 3 µM | 360,000 compounds, 0.73% hits | AID 624125, 2012;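 active = inhibition above its plate's cutoff, the mean inhibition of sample wells plus 3 SD, cut at about 27% in these data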;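 note: 0% = acetylcholine EC80 with DMSO and 100% = DMSO without agonist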
# CRFBP-R2 agonist: agonists of CRF-BP/CRF-R2 complex, primary screen, cell-based, HEK293, calcium dye fluorescence, uHTS | calcium dye fluorescence (FLIPR); percent of saturating CRF peptide response | activation, % at 13.2 µM | 350,000 compounds, 0.46% hits;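 active = activation of at least 50%, plus an integration ratio under a set limit after plate pattern correction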;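 note: plate controls were neutral control wells without compound for no effect and CRF at EC100 for full effect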
# M5 ag: human M5 muscarinic receptor agonists, primary screen, CHO-K1 cells, Fluo-8 calcium fluorescence | CHO-K1 hM5 cells; 0% DMSO wells, 100% maximal acetylcholine response | activation, % at 3 µM | 360,000 compounds, 0.19% hits | AID 624037, 2012;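 active = activation above the run's mean over test compounds plus 3 SD, cut at about 23% in these data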;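 note: signal is peak over basal fluorescence ratio across the kinetic read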
# M4 ag: human M4 muscarinic receptor agonists, primary screen, CHO-K1 cells, Fluo-8 calcium fluorescence. Muscarinic acetylcholine receptor M4 (Homo sapiens), P08173. AID 624127, 2012. activation, % at 3 µM. CHO-K1 hM4/Gqi5; vehicle 0%, full acetylcholine response 100%. 360,000 compounds, 0.14% hits;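 active = activation above the run mean over all test wells plus 3 SD, cut at about 32% in these data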;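 note: peak over basal fluorescence ratio per well then scaled between controls; 0% = DMSO wells and 100% = acetylcholine at EC100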
# IDE cell inh: human IDE inhibitors in live cells, primary screen, fluorescence polarization, HEK cells, FAbetaB substrate. Insulin-degrading enzyme (Homo sapiens), P14735. FAbetaB cleavage. inhibition, % at 5.59 µM. 320,000 compounds, 0.41% hits;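 active = percent inhibition above the average of all tested compounds plus 3 SD, set per screening campaign, cut at about 16% in these data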;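 note: IDE supplied by intact live HEK cells; FP after avidin binding of uncleaved biotin substrate so inhibition keeps polarization high; 0% = DMSO wells and 100% = 60 µM reference IDE inhibitor Ii1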
# CHRM5 PAM: human M5 muscarinic receptor positive allosteric modulators, primary screen, CHO-K1 cells, Fluo-8 calcium fluorescence | activation, % at 3 µM | Muscarinic acetylcholine receptor M5 (Homo sapiens), P08912 | CHO-K1 hM5, ACh EC20 PAM; 0% = ACh EC20, 100% = ACh EC100 | 360,000 compounds, 0.3% hits;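 active = activation above the run cutoff, the mean activation of all test compounds plus 3 SD, cut at about 18% in these data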
#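 System – CHO-K1 hM5 cells · Compound – 3 µM, single dose · Incubation – compound preincubation 140 s before EC20 acetylcholine addition · Technique – Fluo-8 calcium fluorescence · Measure – Max/basal fluorescence ratio as % of EC20–EC100 ACh window · Benchmarks – low control EC20 acetylcholine (0%), high control EC100 acetylcholine (100%) · Replication – singlicate, one well per test compound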
# An asterisk follows results filed as active; . = not tested or not shown. An unsorted share of the library; 2.9% or so of the library scored in one or more.
CRFR2-BP antag	M4 ag	M5 ag	M4 antag	CHRM4 PAM	IDE cell inh	CRFBP-R2 agonist	CHRM5 PAM	M5 antag	Compound
4.8	6.9	2.9	-4.6	-5.4	-4.0	-0.5	-6.2	3.1	COCCNc1nc(N)c([N+](=O)[O-])c(NCCO)n1
21.1	0.9	-1.8	-3.2	-0.5	-0.4	-1.6	-0.2	-9.7	CN1CCN(C(=O)NC2CCCCC2)CC1
18.1	0.2	-4.5	3.1	-0.3	6.0	-0.9	0.1	13.8	Cc1ccc(NC(=O)Nc2ccc3c(c2)OCO3)c(Br)c1
-26.9	3.9	1.6	-9.9	-2.0	4.8	0.6	9.2	-2.9	COc1ccc(S(=O)(=O)CCC(=O)N2CC(=O)N(CCc3ccccc3)C(=O)C2)cc1
-1.4	1.5	1.7	2.9	-3.9	1.1	1.0	5.8	7.2	Cc1noc(C)c1C(=O)Nc1cccc(S(=O)(=O)N2CCOCC2)c1
1.9	0.6	3.0	-0.4	7.2	7.2	-0.2	11.5	5.4	O=C(CSC1CC(=O)N(c2ccc(C(=O)O)cc2)C1=O)Nc1ccc(Cl)cc1 (configuration not stated)
8.8	0.6	0.7	-10.6	5.1	0.5	-0.1	4.4	-6.1	Cc1c(C)c2c(c(C)c1O)CC[C@@](C)(CCC[C@H](C)CCC[C@H](C)CCCC(C)C)O2
22.7	-2.9	-2.7	-0.4	5.0	-3.6	-1.0	4.2	-5.2	CCOC(=O)c1ccccc1NC(=O)c1cccs1
4.5	0.7	-1.3	9.3	0.5	1.4	0.5	1.0	-2.6	Cc1c(C(=O)NNS(=O)(=O)c2ccccc2)sc(=S)n1C
4.0	7.2	-0.3	-5.9	-2.4	1.3	0.9	-2.0	-0.2	CS(=O)(=O)N1CCN(c2ccccc2NC(=O)c2cc(Br)ccc2Cl)CC1
-2.8	0.7	2.5	1.7	0.1	1.2	-1.6	-5.7	1.2	Cc1ccc(C(=O)NNC(=O)COc2ccc(Cl)cc2C)o1
3.2	0.9	3.0	-3.4	-6.0	3.0	0.2	0.2	-6.4	CC1=C(C(=O)Nc2ccccn2)C(c2ccccc2Cl)NC(=S)N1 (configuration not stated)
-16.2	0.7	1.6	3.8	15.0	0.0	3.8	7.6	-4.7	Cc1ccc2nc(NC(=O)CN(C)S(=O)(=O)c3cccc4nsnc34)sc2c1
0.5	0.3	-2.3	7.5	-10.2	8.9	-0.9	0.7	2.9	O=c1cc(CCl)nc2scc(-c3ccccc3)n12
-11.4	3.3	0.1	-5.3	10.8	0.9	-0.9	-7.3	8.5	CCOc1ccc(NC(=O)CCNS(=O)(=O)c2ccc(Br)s2)cc1
-7.5	1.4	0.8	10.4	-6.0	0.0	1.1	-1.9	9.2	Cn1c(=O)oc2cc(S(=O)(=O)NCc3ccncc3)ccc21
-9.8	4.2	-7.7	-12.9	15.4	5.9	-0.6	2.4	6.7	COc1cccc(-n2cc(CN(C)Cc3nc(Cc4ccccc4)no3)cn2)c1
3.2	0.4	-0.5	0.9	-1.7	-4.7	-1.0	-2.4	-0.5	Cc1ccc(CSC2=Nc3ccccc3C3=NC(CC(=O)NCc4ccco4)C(=O)N23)cc1 (configuration not stated)
-3.2	0.8	-4.8	-2.1	10.5	-4.7	-1.7	3.0	-0.4	CC(=O)NNC(=S)Nc1cc(S(=O)(=O)N(C)C)ccc1C
-0.3	9.3	1.9	1.2	-0.4	0.5	-1.2	-7.8	18.0	Cc1cccc(-n2ncc3c2CCCC3NC(=O)Cc2c(C)noc2C)c1C (configuration not stated)
.	0.4	0.4	-5.1	8.4	.	.	-4.0	5.5	CC1=CC(=O)C=CC1=Nc1ccc(N(C)C)cc1
15.1	0.2	-4.6	-1.3	3.1	-2.2	5.9	-6.0	23.5	CC(C(=O)Nc1ccc2c(c1)OCCO2)N1Cc2ccccc2C1=O (configuration not stated)
26.1	-0.2	-3.2	-1.0	2.0	1.7	-1.8	-1.3	11.2	Cc1oc2cc3oc(=O)cc(C)c3cc2c1C
-5.5	2.4	1.5	-7.7	-1.7	1.4	-0.6	-6.1	2.2	COC(=O)c1ccc(NC(=O)NC2CCCCC2)cc1
17.1	0.3	-0.5	-8.5	3.0	3.4	-2.2	-1.3	-1.9	Cc1nonc1OCCNC(=O)C12CC3CC(CC(C3)C1)C2
-21.5	10.6	7.9	11.4	-25.2	2.3	-0.7	-12.4	15.5	CCOC(=O)c1ccc(NC(=O)Cn2cnc3cc(C)c(C)cc32)cc1
12.3	4.0	-0.1	0.4	0.6	7.8	-2.9	-2.4	10.6	CCOc1ccc(C2C(C#N)=C(N)N(N(C)C)C3=C2C(=O)CCC3)cc1 (configuration not stated)
7.3	1.3	-8.2	-2.6	-1.3	.	-0.6	-11.1	6.3	CC(NC(=O)c1ccc(C(=O)c2ccccc2)cc1)c1ccc(S(N)(=O)=O)cc1 (configuration not stated)
6.3	0.9	-0.7	-3.4	3.0	-0.6	-2.0	2.0	-0.4	CCOC(=O)Nc1ccc(S(=O)(=O)Nc2cc(C)on2)cc1
-4.5	0.0	-1.4	-0.9	5.9	-2.3	0.3	7.5	-1.3	COC(=O)c1sccc1NC(=O)C1CC=CCC1C(=O)O (configuration not stated)
8.6	-0.3	-2.4	-0.2	-0.6	0.6	-1.5	8.3	7.2	O=C(COc1ccccc1)N1CCN=C1SCc1cccc(F)c1
12.1	0.2	0.7	-5.1	8.1	.	5.1	-2.4	-1.8	Cc1ccc(-c2ccc3c(c2)O[C@H](CN(C)C(=O)CC2CC2)[C@H](C)CN([C@@H](C)CO)S3(=O)=O)cc1
9.7	0.4	-6.6	-7.0	-2.7	1.1	-0.4	-0.4	5.9	O=[N+]([O-])c1ccc(C(O)CN2CCN(Cc3ccccc3)CC2)cc1 (configuration not stated)
19.8	2.5	3.6	4.2	-7.9	0.8	0.9	-7.5	7.9	Cc1c(Cl)cccc1NC(=O)CSc1nnc(C)n1-c1ccccc1
.	1.2	0.9	-1.5	5.8	.	.	-6.6	11.9	COc1ccc(C)cc1NC(=O)ON=C1CCCCC1
2.0	0.9	-20.9	5.9	-7.6	1.6	-0.2	-0.4	11.5	Cc1cccc(C2N=C(N)Nc3nc4ccccc4n32)c1 (configuration not stated)

# Structures listed so far that contain a nitro group on carbon:
CRFR2-BP antag	M4 ag	M5 ag	M4 antag	CHRM4 PAM	IDE cell inh	CRFBP-R2 agonist	CHRM5 PAM	M5 antag	Compound
4.8	6.9	2.9	-4.6	-5.4	-4.0	-0.5	-6.2	3.1	COCCNc1nc(N)c([N+](=O)[O-])c(NCCO)n1
9.7	0.4	-6.6	-7.0	-2.7	1.1	-0.4	-0.4	5.9	O=[N+]([O-])c1ccc(C(O)CN2CCN(Cc3ccccc3)CC2)cc1 (configuration not stated)

# Other records follow.
CRFR2-BP antag	M4 ag	M5 ag	M4 antag	CHRM4 PAM	IDE cell inh	CRFBP-R2 agonist	CHRM5 PAM	M5 antag	Compound
-0.8	8.0	-1.7	-17.9	3.8	7.9	-2.2	-4.2	3.1	Cn1c(=O)[nH]c(=O)c2c1nc(N1CCOCC1)n2CC(O)COc1ccc2ccccc2c1 (configuration not stated)
-5.2	1.1	-2.5	9.3	-3.1	0.6	1.0	4.8	3.4	COc1ccc(NC(=O)N2CCCC(C(=O)Nc3cccc(C)c3C)C2)cc1 (configuration not stated)
23.0	13.5	4.0	-0.1	-1.5	-3.3	-0.3	-12.7	8.3	CC(=O)c1ccc(OCc2cc(C(=O)N3CCCCC3c3cccnc3)no2)cc1 (configuration not stated)
-9.6	18.5	5.3	-0.6	-12.7	.	6.7	-23.5	14.2	CCCn1c(N)c(C(=O)COC(=O)COc2ccc(Cl)c(C)c2)c(=O)n(C)c1=O
4.1	1.2	-0.5	-4.3	8.2	5.0	-0.4	7.6	-6.2	O=C1CC(c2ccccc2)=Nc2ccccc2N1
-9.1	0.6	2.6	-1.0	6.9	1.3	0.7	8.9	-0.6	CCC(CC)c1nnc(NC(=O)c2ccco2)s1
1.9	0.6	-0.1	4.8	-8.9	2.2	9.6	-4.3	6.8	N#CNC(=Nc1ccc(F)cc1)SCc1ccccc1
36.0	7.8	8.9	17.2	2.6	1.4	47.7	7.1	8.5	COC(=O)[C@@]1(Cc2ccc(OC)cc2)[C@H]2c3cc(C(=O)N(C)C)n(Cc4c(CO)[nH]cc(C)c4=O)c3C[C@H]2CN1C(=O)c1ccccc1
-21.0	0.5	-1.6	-3.7	11.6	2.6	1.7	-1.2	-0.3	C=CCOc1ccc(C2C(C#N)=C(N)N(Nc3ccccc3)C3=C2C(=O)CC(C)(C)C3)cc1OC (configuration not stated)
47.7	5.4	-2.1	-6.9	0.5	4.4	-0.8	-0.2	-6.7	Cc1cccc(OCCSc2nc3ncnc(N)c3[nH]2)c1
-10.0	0.4	-5.2	7.2	3.4	-5.8	10.4	-3.4	24.1	Cc1cc(C)c(C#N)c(SCCS(=O)(=O)c2ccc(C(C)(C)C)cc2)n1
-15.4	2.1	-5.8	4.7	-5.4	-3.2	-0.3	-0.7	9.2	O=C(Nc1cccc(-c2cscn2)c1)C1CCN(Cc2ccsc2)CC1
-5.4	1.2	-6.4	-8.1	-0.2	3.3	0.3	1.2	-10.0	Cc1ccccc1-c1nc(CS(=O)(=O)CC(=O)NCCN2CCCC2)c(C)o1
-5.2	18.3	4.1	2.8	-9.7	-4.1	0.3	-10.7	9.4	CCC1CN(C(=O)N2CCC(C(=O)Nc3ccccc3OC)CC2)c2ccccc2O1 (configuration not stated)
.	13.6	-1.5	8.4	-13.2	.	.	-21.6	13.9	COc1ccccc1CCn1cnc(Cc2cccc(F)c2)c1C(C)C
.	5.7	1.7	-2.1	-5.8	.	.	-14.9	6.5	COC(=O)c1ccc2nc(-c3ccc(C#N)cc3)c(Cc3ccsc3)n2c1
15.0	-1.5	3.5	7.1	0.3	11.8	-0.4	9.0	3.4	Cc1cc(CO)nn1-c1ccc([N+](=O)[O-])cc1
-47.8	0.8	-3.0	-7.2	-4.0	-0.9	-0.2	-3.1	-1.4	O=[N+]([O-])c1ccc(N/N=C/c2cn(Cc3ccc(F)cc3)c3ccccc23)nc1
1.4	1.6	-3.4	-0.6	5.8	-4.2	-1.4	-3.0	8.5	Cc1ccc(-n2cc(C(=O)O)c(=O)cc2C)c(C)c1
-1.6	0.5	0.4	-1.7	-3.0	1.2	-0.5	-2.7	13.1	COc1ccc(C(=O)NC(=S)Nc2ccccc2N2CCOCC2)cc1Br
4.1	0.1	-4.6	18.3	-11.9	-2.2	0.0	1.2	-1.9	Cc1ccc(C(=O)CN(Cc2ccccc2)C2=NCCS2)cc1
19.4	-0.6	0.7	-8.5	0.8	3.4	0.8	3.5	-1.0	CN(C)c1ccc(O)c2c1CC1CC3[C@@H](N(C)C)C(=O)C(C(N)=O)=C(O)[C@]3(O)C(=O)C1=C2O (some centres not stated)
